CHO-K1 Ca ag: counter-screen for M1 agonists: effect in parental CHO-K1 cells; Fluo-8 calcium fluorescence; scaled to maximal ATP response, vehicle zero; activation, % at 3 µM; hit rate 0.48% among 360,000; AID 602248; in the data active means activation above about 15%;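 further: untransfected CHO-K1 host cells lacking M1 receptor as counterscreen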
TAAR1 antag: antagonists of human TAAR1 | AID 624466 | CHO RD-HGA16 TAAR1, Fluo-8 calcium fluorescence, antagonist | inhibition, % at 3 µM | hit rate 1.5% among 360,000 | Q96RJ0;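 active means inhibition above a per-plate cutoff, the mean inhibition of test compounds on that plate plus 3 SD, cut at about 49% in these data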;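 further: 0% = DMSO plus EC80 beta-PEA response and 100% = DMSO alone without agonist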
Target sequence (Q96RJ0 whole entry, looked up): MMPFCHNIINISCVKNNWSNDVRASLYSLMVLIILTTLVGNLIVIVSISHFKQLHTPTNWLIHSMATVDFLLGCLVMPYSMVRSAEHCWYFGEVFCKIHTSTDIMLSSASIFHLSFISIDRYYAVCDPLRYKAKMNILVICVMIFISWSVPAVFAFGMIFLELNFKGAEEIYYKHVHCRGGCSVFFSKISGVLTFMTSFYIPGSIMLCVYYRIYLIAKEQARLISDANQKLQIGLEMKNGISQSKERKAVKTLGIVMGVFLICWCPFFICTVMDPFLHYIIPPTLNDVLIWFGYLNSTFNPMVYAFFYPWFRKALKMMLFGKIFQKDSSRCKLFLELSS
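Assay system: RD-HGA16 CHO cells with stable hTAAR1 and Gα16 / Reagent: EC80 β-phenethylamine stimulus / Doses: 3 µM, single point / Timing: dye loading 75 min at 37 °C, then 30 min room temperature / Measured by: Fluo-8 intracellular calcium dye fluorescence, real-time kinetic reads / Controls: vehicle wells and EC80 agonist wells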
M1 PAM: potentiates human M1 receptor response to acetylcholine. hit rate 0.088% among 360,000. P11229. CHO-K1 hM1, Fluo-8 calcium fluorescence, ACh EC20; 0% = ACh EC20, 100% = maximal ACh. activation, % at 3 µM; in the data active means activation above about 19%, passing the limit was not always enough
Target sequence (P11229 whole entry, looked up): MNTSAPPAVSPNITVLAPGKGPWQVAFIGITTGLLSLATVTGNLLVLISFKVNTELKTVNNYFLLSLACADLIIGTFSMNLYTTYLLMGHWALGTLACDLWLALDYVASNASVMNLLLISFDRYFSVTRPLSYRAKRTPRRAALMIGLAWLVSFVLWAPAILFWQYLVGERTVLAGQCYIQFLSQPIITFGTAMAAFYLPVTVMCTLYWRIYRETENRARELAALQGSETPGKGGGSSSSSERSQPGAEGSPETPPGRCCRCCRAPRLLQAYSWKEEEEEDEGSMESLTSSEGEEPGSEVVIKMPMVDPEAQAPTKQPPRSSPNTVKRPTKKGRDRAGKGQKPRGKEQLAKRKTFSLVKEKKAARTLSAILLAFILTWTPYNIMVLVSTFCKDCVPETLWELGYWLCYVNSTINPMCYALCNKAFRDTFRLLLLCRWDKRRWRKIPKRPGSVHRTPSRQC
CHO parental Ca: counter-screen: ATP calcium response change in parental CHO cells | parental CHO-K1, ATP-induced calcium, Fluo-8 fluorescence | inhibition, % at 5.6 µM | hit rate 0.63% among 330,000;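 active means inhibition above that plate's mean sample inhibition plus 3 SD, cut at about 26% in these data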;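 further: 0% = ATP-challenged DMSO wells and 100% = DMSO wells without ATP; some compounds past the cut are filed as inactive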
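material = parental CHO cells | also added = ATP as calcium-mobilizing challenge | dosing = single point at 5.6 µM | detection = intracellular calcium via Fluo-8 no-wash fluorescent dye | read-out = % inhibition | benchmarks = low control ATP plus DMSO, high control DMSO only | repeats = one well per compound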
CHO-K1 Ca antag: counter-screen for M1 antagonists: effect in parental CHO-K1 cells; AID 602250; inhibition, % at 3 µM; ATP-induced calcium, Fluo-8 fluorescence; hit rate 0.6% among 360,000;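 active means inhibition above a per-plate cutoff, the plate's mean sample inhibition plus 3 SD, cut at about 24% in these data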;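 further: 0% = DMSO plus EC80 ATP and 100% = DMSO alone without ATP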
CHRM1 antagonist: antagonists of human M1 muscarinic receptor; inhibition, % at 3 µM; P11229; AID 588852; CHO-K1 hM1, Fluo-8 calcium fluorescence, ACh EC80 antagonist; hit rate 1.3% among 360,000;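 active means percent inhibition above its own plate's cutoff, namely the mean of that plate's compound wells plus 3 SD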;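 further: peak over basal fluorescence ratio during 140 s after agonist addition; 0% = ACh EC80 plus DMSO and 100% = DMSO alone without agonist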
M1 PAM parental: nonselective activator or artifact in parental CHO-K1 calcium assay. hit rate 0.02% among 360,000. activation, % at 3 µM. AID 602247. ATP EC20, Fluo-8 calcium fluorescence; 0% at ATP EC20, 100% at ATP max;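 active means activation above the run cutoff, the mean activation of all test compounds plus 3 SD, cut at about 40% in these data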;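 further: peak over basal fluorescence ratio in a 140 s read after ATP addition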
CHRM1 agonist: human M1 muscarinic receptor agonism; P11229; CHO-K1 hM1, Fluo-8 calcium fluorescence, agonist mode; 0% DMSO, 100% acetylcholine EC100; activation, % at 3 µM; hit rate 0.33% among 360,000;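 active means activation above the run's mean compound activation plus 3 SD, cut at about 16% in these data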;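 further: peak over basal fluorescence ratio within a 140 s kinetic read after compound addition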
TAAR1 agonist: human TAAR1 agonism; hit rate 0.99% among 360,000; CHO RD-HGA16 TAAR1, Fluo-8 calcium fluorescence; vehicle wells 0%, saturating PEA agonist 100%; activation, % at 3 µM; Q96RJ0;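 active means activation above the mean activation of all test compounds in the run plus 3 SD, cut at about 38% in these data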
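Test system: RD-HGA16 (CHO) cells co-expressing Gα16 and hTAAR1; dosing: one-point dosing at 3 µM (nominal); timing: 17-24 h seeding, 75 min 37 °C dye, 30 min RT; signal: kinetic Fluo-8 calcium fluorescence; read-out basis: % activation relative to PEA EC100 response; controls: DMSO and PEA EC100; replicates: n 1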
* = called active by the depositor; x = no result given.

SMILES | CHO-K1 Ca ag | TAAR1 antag | M1 PAM | CHO parental Ca | CHO-K1 Ca antag | CHRM1 antagonist | M1 PAM parental | CHRM1 agonist | TAAR1 agonist
O=C(NN1CCN(Cc2ccccc2Cl)CC1)c1ccc(Cl)cc1 | 1.6 | -4.7 | -8.4 | -3.4 | -16.2 | 6.9 | 23.8 | -13.9 | 1.8
O=c1ccn([C@@H]2O[C@H](CO)[C@@H](O)[C@H]2O)c(=O)[nH]1 | -0.2 | -22.7 | 2.7 | -2.5 | 5.3 | -25.4 | 10.9 | -0.9 | 3.6
CC(C)(C)Sc1ccc(/C=N/O)cc1[N+](=O)[O-] | 0.2 | 3.0 | 5.4 | 10.6 | -5.2 | -8.4 | -9.0 | -5.1 | -0.8
Cc1cc(C(=O)N2CCCC(C(=O)c3ccc4ccccc4c3)C2)n(C)n1 (stereo unspecified) | 2.3 | 1.1 | 11.2 | -20.8 | -9.4 | -6.3 | 25.3 | -10.4 | 9.0
CCOC(=O)c1cnc(SCC(=O)c2ccc(C)cc2)nc1N | 0.4 | -18.6 | 5.4 | -13.3 | -6.0 | -14.8 | 8.7 | -1.6 | 4.2
COc1ccc(S(=O)(=O)N2CCC(NC(=O)c3cccc(F)c3)CC2)cc1 | 0.9 | -6.1 | -0.7 | -17.3 | -8.3 | -7.4 | 12.2 | -6.1 | -3.2
CCN(CC(=O)Nc1c(F)cccc1F)C(=O)c1cccc(S(=O)(=O)NCc2ccccc2)c1 | -0.1 | -17.3 | 10.2 | -19.1 | 14.2 | -0.9 | -31.8 | 2.9 | -0.7
COc1ccc(/C=N/N2CCN(Cc3ccccc3)CC2)cc1 | 1.8 | -8.5 | 7.5 | x | -9.3 | -16.6 | 11.9 | -4.9 | -1.3
CN(NS(=O)(=O)c1ccc(Cl)cc1)c1ncc(C(F)(F)F)cc1Cl | 0.2 | 19.9 | -9.4 | -10.6 | -8.2 | 11.8 | 15.3 | -9.9 | 0.9
O=C(Nc1cccc([N+](=O)[O-])c1)Nc1cnccn1 | 0.3 | 3.8 | 2.9 | 0.9 | 3.4 | 2.3 | -3.3 | -0.3 | 4.5

Entries listed so far that have a carbonyl joined to an NH by a bond outside any ring:
SMILES | CHO-K1 Ca ag | TAAR1 antag | M1 PAM | CHO parental Ca | CHO-K1 Ca antag | CHRM1 antagonist | M1 PAM parental | CHRM1 agonist | TAAR1 agonist
O=C(NN1CCN(Cc2ccccc2Cl)CC1)c1ccc(Cl)cc1 | 1.6 | -4.7 | -8.4 | -3.4 | -16.2 | 6.9 | 23.8 | -13.9 | 1.8
COc1ccc(S(=O)(=O)N2CCC(NC(=O)c3cccc(F)c3)CC2)cc1 | 0.9 | -6.1 | -0.7 | -17.3 | -8.3 | -7.4 | 12.2 | -6.1 | -3.2
CCN(CC(=O)Nc1c(F)cccc1F)C(=O)c1cccc(S(=O)(=O)NCc2ccccc2)c1 | -0.1 | -17.3 | 10.2 | -19.1 | 14.2 | -0.9 | -31.8 | 2.9 | -0.7
O=C(Nc1cccc([N+](=O)[O-])c1)Nc1cnccn1 | 0.3 | 3.8 | 2.9 | 0.9 | 3.4 | 2.3 | -3.3 | -0.3 | 4.5

(listing goes on)
SMILES | CHO-K1 Ca ag | TAAR1 antag | M1 PAM | CHO parental Ca | CHO-K1 Ca antag | CHRM1 antagonist | M1 PAM parental | CHRM1 agonist | TAAR1 agonist
COc1ccccc1NS(=O)(=O)c1cccc(NC(=O)C2CC2)c1 | 4.0 | -3.8 | 10.8 | -4.4 | -8.6 | -2.9 | 5.6 | 1.2 | 1.8
C[n+]1ccc2[nH]c3ccccc3c2c1 | 0.7 | -6.6 | 8.5 | x | 7.8 | -5.6 | 9.8 | -6.7 | 0.9
CCCc1c(C(=O)Nc2ccc(F)cc2F)cnn1-c1ccccc1 | 0.5 | -43.4 | 6.7 | -9.8 | -4.0 | -11.5 | 4.1 | -1.6 | 2.9
CSc1nc2sc3c(c2c(=O)[nH]1)CCc1ccccc1-3 | 1.2 | 16.8 | 8.7 | -11.9 | -16.4 | -1.5 | 23.6 | -4.6 | 30.9
COCCCNC(=S)N1CCN(c2nc(-c3ccc(Cl)cc3)cs2)CC1 | 8.8 | 61.5* | -18.3 | x | 19.5 | 33.0 | -12.4 | 1.1 | 4.2
COc1c2c(c(OC)c3ccccc13)[C@@]1(OC2)O[C@H](CCO)C[C@H](O)[C@H]1O | 0.1 | 0.4 | 0.0 | x | -7.6 | -17.1 | 12.4 | -3.2 | 1.4
CCC1=NN(C(=O)C(=O)NCCc2ccccc2)C(O)(C(F)(F)F)C1 (stereo unspecified) | 1.3 | 3.6 | -0.4 | 1.0 | -15.8 | -2.2 | 17.7 | -3.8 | 28.1
COC(=O)c1[nH]c2cc(C)ccc2c1NC(=O)CN1CCN(C(=O)c2ccco2)CC1 | 1.0 | -1.7 | 4.8 | -21.6 | -29.1 | -0.2 | 11.8 | -2.0 | -2.2
O=C1C2C3c4ccccc4C(c4ccccc43)C2C(=O)N1c1cccc2cccnc12 (stereo unspecified) | 1.0 | -6.6 | 4.9 | -29.3 | -10.6 | -1.3 | 26.8 | -2.3 | -0.8
C#Cc1ccc(NC(=O)C2(C)CCN2C(=O)Cc2ccc(-c3ccccc3)cc2)cc1 (stereo unspecified) | 2.1 | -26.4 | -6.1 | x | -2.5 | 13.4 | -0.2 | 0.5 | 3.7
Cc1nonc1CN(C)C(=O)CC1C(=O)NCCN1Cc1ccccc1F (stereo unspecified) | -0.5 | -50.4 | 14.7 | x | 7.2 | -8.8 | 3.6 | 0.5 | 1.5
O=C(OCc1cn([C@H]2C[C@H](c3ccc(Cl)cc3)N(C(=O)C3CCCCC3)C[C@@H]2O)nn1)c1ccccc1 | 0.9 | 43.6 | 7.5 | x | -6.4 | -3.6 | -7.1 | -1.5 | 3.1
CCCCCCn1c(CN2CCN(C(=O)OCC)CC2)nc2c1c(=O)n(C)c(=O)n2C | 5.5 | -13.2 | 5.0 | -12.1 | -18.5 | -6.3 | 22.2 | -3.2 | 1.3
Cc1ccc(S(=O)(=O)Nc2ncccn2)cc1 | -0.2 | -1.1 | 5.5 | 0.6 | 2.3 | -0.8 | -13.7 | -1.8 | 3.5
Cn1c(=O)c2c(nc(NCCNC(=O)c3ccco3)n2Cc2ccc(F)cc2)n(C)c1=O | 0.2 | 5.3 | 11.0 | -10.3 | -10.5 | -8.8 | 0.8 | -1.8 | -3.0
COc1cc(OC)c(NC(=O)c2ccc(F)cc2)cc1Cl | 0.0 | 1.8 | 11.3 | -16.2 | 7.3 | -2.4 | -6.6 | -7.4 | 2.7
CCCCOc1ccc(C(=O)NCC2(c3ccccc3)CCOCC2)cc1 | 0.5 | -12.7 | -2.1 | 4.6 | -7.0 | 2.7 | 11.7 | -6.5 | 0.8
Cc1ccc(CNC(=O)CCC2CCCN(Cc3cccc4cccnc34)C2)o1 (stereo unspecified) | 7.0 | -1.2 | 1.4 | -12.5 | -14.4 | -6.1 | 19.7 | -7.6 | 1.0
Cc1n[nH]c(C)c1S(=O)(=O)N1CCCC(C(=O)O)C1 (stereo unspecified) | 0.9 | -3.5 | 6.0 | 1.7 | -5.0 | -5.9 | 9.6 | -1.6 | 2.0
COc1ccc(NS(=O)(=O)c2ccc(C)c(C(=O)O)c2)cc1 | 0.4 | 16.3 | 3.2 | 5.3 | -13.5 | 0.6 | 7.9 | 2.1 | 6.2
COC(CNC(=O)c1cc(C(=O)c2c(-c3c(Cl)cccc3Cl)noc2C)c[nH]1)OC | 1.2 | -15.2 | -4.1 | -19.5 | -7.5 | -6.5 | 9.7 | -5.8 | 9.7
OC(c1ccc(F)cc1)c1ncc(-c2cccc3ccccc23)[nH]1 (stereo unspecified) | 1.0 | -22.1 | -4.8 | x | -6.0 | 2.8 | -4.1 | -4.2 | 6.2
Cc1ccc(NC(=O)CSc2nncn2N)cc1C | 0.1 | -12.2 | 4.4 | -9.7 | -4.0 | -11.6 | -2.2 | -2.5 | -0.3
Cc1noc(C)c1S(=O)(=O)N1CCN(c2ccccc2Cl)CC1 | 0.6 | -3.5 | -4.9 | x | 2.1 | 16.8 | -27.8 | -3.0 | 5.5
CCOC(=O)CSc1nc2ccccc2c(=O)n1CCCCCC(=O)NCc1ccco1 | 4.4 | -0.3 | 0.4 | -22.0 | -5.3 | 1.1 | 18.6 | -4.2 | 7.8
O=C(CCC1CCCN(C(=O)C2(c3ccccc3)CC2)C1)N1CCN(c2ccccn2)CC1 (stereo unspecified) | 2.6 | 6.3 | 4.2 | -25.2 | 6.0 | -0.5 | -15.2 | -13.1 | 4.4
CCOC(=O)N1CCC(NS(=O)(=O)c2cc(C(=O)OC)n(C)c2)CC1 | -0.1 | 17.1 | 7.6 | -2.2 | 12.8 | -12.2 | 14.5 | 1.0 | 2.5
COc1cccc(CNC(=O)c2ccc(S(=O)(=O)N3CCCCC3)cc2)c1 | 3.8 | 50.7* | -8.9 | x | 6.1 | 0.3 | 0.4 | -1.2 | 9.3
CCOC(=O)C1=C(C)NC2=C(C(=O)CC(C)(C)C2)C1c1coc2ccccc2c1=O (stereo unspecified) | 1.1 | 1.1 | 7.1 | -20.6 | -12.7 | -4.7 | 18.6 | -5.7 | 4.3
CCCc1cc(=O)oc2cc3oc(C)c(C)c3cc12 | 0.1 | -0.4 | 3.4 | -19.7 | 1.0 | -4.5 | 5.7 | -7.0 | 11.1
O=C(COC(=O)C1(c2ccc(F)cc2)CCCC1)N1CCOCC1 | 1.4 | -0.2 | 5.9 | -7.2 | -3.5 | -3.3 | 22.2 | -2.5 | -0.5
CC(C)Oc1cccc(C(=O)NC(=S)Nc2cccc(C(F)(F)F)c2)c1 | 0.3 | 16.0 | 0.2 | -19.8 | -8.0 | -4.7 | 13.7 | -5.6 | 15.0
S=C(NCc1ccco1)NCc1ccco1 | 0.0 | -12.5 | 11.2 | x | -9.3 | -17.5 | 11.9 | -3.2 | 3.2
Cc1c(C(=O)NCc2cccc(C(F)(F)F)c2)sc(=O)n1Cc1ccc(C(=O)N(C)C)cc1 | 6.5 | -2.8 | -15.9 | x | -6.1 | 0.6 | 14.4 | -2.8 | 1.3
COc1ccccc1OCc1nnc(SCC(=O)N2CCCCC2)n1-c1ccccc1 | 0.2 | -7.3 | 4.9 | -5.8 | 4.9 | 2.1 | 11.1 | -3.8 | 5.9
COc1cc(N)cc(NC(=O)c2ccncc2)c1 | -0.1 | -8.8 | 10.9 | -3.5 | -5.7 | -17.6 | 12.8 | -3.2 | 1.4
Cc1ccc(S(=O)(=O)N(CC(=O)N/N=C/c2ccco2)Cc2ccccc2)cc1 | 1.9 | 12.1 | 2.2 | -8.8 | -15.6 | -3.5 | 7.6 | -3.3 | 8.3
COc1ccccc1CNC(=O)CCC(=O)n1ncc2cc(C)ccc21 | -0.1 | -24.5 | 9.1 | 2.4 | -7.5 | -20.5 | 1.7 | -2.5 | -0.9
O=C1CCCC2=C1Sc1ccc(Cl)cc1N2 | 2.1 | -20.5 | 7.9 | -19.1 | 3.9 | -8.5 | 6.4 | -1.6 | 3.5

Screens as filed in PubChem BioAssay.
